NCOA3 inh = human NCOA3 inhibition. HEK293 GAL4-SRC3 luciferase reporter, luminescence. AID 588352. inhibition, % at 3.6 µM. hit rate 0.17% among 360,000;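 active = inhibition above a per-campaign cutoff, the mean of all compounds plus 3 SD, cut at about 60% in these data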;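 note: 0% = DMSO-treated cells and 100% = gossypol-treated cells at 36 µM; higher means less SRC3-driven luciferase light from the GAL4 reporter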
SRC2 inh = human SRC2 (NCOA2) inhibition; HEK293 GAL4-SRC2 luciferase reporter, luminescence; inhibition, % at 9 µM; hit rate 0.17% among 370,000;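 active = inhibition above the mean inhibition of all tested compounds plus 3 SD, set per campaign, cut at about 52% in these data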;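 note: 0% = DMSO treated cells and 100% = cells given Gossypol at 36 µM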
C8 TRAIL sens = caspase-8 TRAIL sensitization | inhibition (viability loss, TRAIL sensitization), % at 10 µM | AID 624354 | NB7+C8 cells + TRAIL, ATPlite viability luminescence | hit rate 1% among 360,000;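 active = compounds causing at least 50% loss of cell viability in the single-dose screen, relative to plate controls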
TROY signal inh = inhibitors of TROY-dependent NF-kB signaling | inhibition, % at 10 µM | Q293 LMP1-TROYcd NF-kB luciferase reporter, 4 h | AID 1347056 | hit rate 0.98% among 360,000;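 active = compounds whose plate-normalised and pattern-corrected inhibition of the luciferase reporter signal at the single screening dose is 50% or more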
TWEAK Fn14 block = TWEAK-Fn14 signaling inhibition; hit rate 2% among 360,000; inhibition, % at 10 µM; AID 1159606; TWEAK-stimulated Fn14 reporter cells, luciferase luminescence, 8 h; in the data active = inhibition above about 50%
LMP1 NFkB inh = reduces LMP1-driven NF-kappaB luciferase signal; AID 504558; inhibition, % at 12.5 µM; LMP1-induced NF-kappaB luciferase reporter cells, luminescence; hit rate 0.69% among 350,000; in the data active = inhibition above about 41%;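 note: 0% = neutral control wells and 100% = reference inhibitor control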
SRC1 inh = inhibits human SRC1 coactivator; HEK293 GAL4-SRC1 luciferase reporter, luminescence; inhibition, % at 3.6 µM; hit rate 0.12% among 360,000;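 active = inhibition above the campaign mean plus 3 SD, with each screening campaign given its own cutoff, cut at about 60% in these data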;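 note: 0% = DMSO treated cells and 100% = gossypol at 36 µM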
TLR9-MyD88 inh = inhibitors of human TLR9-MyD88 binding; Q9NR96+Q99836; CHO BLA complementation TLR9-MyD88, CCF4 FRET ratio; inhibition, % at 4.98 µM; hit rate 0.21% among 340,000;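 active = inhibition above the mean over all tested compounds plus 3 SD, cut at about 21% in these data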;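 note: 0% = DMSO only wells and 100% = clavulanate BLA inhibitor control wells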
COUP-TFII inh = NR2F2 (human) inhibition, primary screen. P24468. HEK293T NGFI-A luciferase reporter, luminescence. inhibition, % at 8.6 µM. hit rate 0.7% among 370,000;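 active = inhibition above a per-plate cutoff, mean inhibition of test wells between control levels plus 3 SD, cut at about 38% in these data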;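 note: cells cotransfected with COUP-TFII expression vector driving the NGFI-A reporter; 0% = median of COUP-TF2 test wells and 100% = reporter-only cells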
Target sequence (P24468 whole entry, looked up): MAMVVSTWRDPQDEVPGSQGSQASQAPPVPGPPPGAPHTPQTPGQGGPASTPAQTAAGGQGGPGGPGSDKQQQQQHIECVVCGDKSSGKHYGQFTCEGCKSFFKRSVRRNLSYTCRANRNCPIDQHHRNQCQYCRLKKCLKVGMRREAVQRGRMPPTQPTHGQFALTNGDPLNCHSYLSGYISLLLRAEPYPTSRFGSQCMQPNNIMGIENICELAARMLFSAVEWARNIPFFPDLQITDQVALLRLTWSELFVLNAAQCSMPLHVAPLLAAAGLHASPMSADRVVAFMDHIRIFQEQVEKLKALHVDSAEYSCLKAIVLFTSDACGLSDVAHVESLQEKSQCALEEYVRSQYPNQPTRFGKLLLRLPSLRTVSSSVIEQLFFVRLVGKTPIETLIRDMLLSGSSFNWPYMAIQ
LRH-1 inv ag = NR5A2 inverse agonism in reporter assay; inhibition, % at 3.6 µM; HEK293T StAR-luciferase reporter, LRH-1 transfected, 24 h; AID 602396; O00482; hit rate 0.13% among 360,000;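 active = inhibition above the mean inhibition of all tested compounds plus 3 SD, cut at about 73% in these data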;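 note: 0% = DMSO wells and 100% = reporter-only cells lacking LRH-1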
NOD2-RIPK2 inh = NOD2-RIPK2 protein interaction inhibition | O43353 | CHO BLA complementation NOD2-RIPK2, CCF4 ratio | inhibition, % at 4.98 µM | hit rate 0.38% among 360,000; in the data active = inhibition above about 21%;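 note: 0% = vehicle only and 100% = reference blocker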
Target sequence (O43353 whole entry, looked up): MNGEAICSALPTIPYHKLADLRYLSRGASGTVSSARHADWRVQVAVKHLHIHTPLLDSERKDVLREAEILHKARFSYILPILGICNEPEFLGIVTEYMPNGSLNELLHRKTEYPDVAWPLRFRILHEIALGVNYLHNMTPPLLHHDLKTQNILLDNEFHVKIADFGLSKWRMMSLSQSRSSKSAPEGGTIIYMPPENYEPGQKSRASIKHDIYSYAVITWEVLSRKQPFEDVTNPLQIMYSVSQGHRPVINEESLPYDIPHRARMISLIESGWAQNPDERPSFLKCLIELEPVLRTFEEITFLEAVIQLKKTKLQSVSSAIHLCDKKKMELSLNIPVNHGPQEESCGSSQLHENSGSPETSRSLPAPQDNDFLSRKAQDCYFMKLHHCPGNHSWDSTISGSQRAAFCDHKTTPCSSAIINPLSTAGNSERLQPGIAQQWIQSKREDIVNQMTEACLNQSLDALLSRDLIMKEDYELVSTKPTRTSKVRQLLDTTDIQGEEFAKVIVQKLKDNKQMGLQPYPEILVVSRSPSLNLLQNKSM
* marks the source's active call; other numbers are inactive results; x = no result given.

SMILES | NCOA3 inh | SRC2 inh | C8 TRAIL sens | TROY signal inh | TWEAK Fn14 block | LMP1 NFkB inh | SRC1 inh | TLR9-MyD88 inh | COUP-TFII inh | LRH-1 inv ag | NOD2-RIPK2 inh
N/C(=N\OC(=O)COc1ccc(Br)cc1)c1cccc([N+](=O)[O-])c1 | 20 | 5 | 12 | -7 | -2 | -2 | -36 | -10 | -10 | 16 | -19
CC(C)C(=O)NC(Nc1cccc([N+](=O)[O-])c1)C(Cl)(Cl)Cl (stereo not drawn) | 10 | -5 | 0 | -23 | -27 | -3 | 27 | 3 | -11 | 36 | 3
CCN(CC)CCNc1c(C)cc(CO)c(Cl)c1C | 5 | 7 | 5 | 6 | 4 | 7 | -5 | 0 | -9 | 18 | -3
Cc1cccc(NC(=S)N(Cc2ccc(Br)cc2)Cc2ccc(C(=O)O)cc2)c1 | 12 | -24 | 6 | -4 | -5 | -2 | 17 | -4 | -5 | 18 | 2
CC(=O)c1cc(CN2CCC(N3CCC(C(=O)N4CCCC4)CC3)CC2)cs1 | 4 | 13 | -9 | 4 | -44 | -1 | -7 | -13 | 5 | -5 | 2
CCOCCCn1c(=N)c(C(=O)NCc2ccc3c(c2)OCO3)cc2c(=O)n3cccc(C)c3nc21 | -2 | x | 11 | -8 | -52 | -4 | 0 | 0 | x | 12 | -10
O=C(CN1CCN(CC(=O)Nc2ccc(OCc3ccccc3)cc2)CC1)Nc1ccc(F)cc1 | 10 | x | 9 | -11 | 15 | -5 | -9 | -5 | x | 16 | -3
CC(C)(C)OC(=O)N(CCc1ccccc1)Cc1cccc(OCc2cccc(NC(=O)C3CCC3)c2)c1 | 12 | 27 | -7 | 1 | 31 | -1 | 10 | 4 | 3 | -7 | -2
CC(=O)Nc1ccc(NCc2cccs2)cc1 | 0 | 1 | 4 | 0 | 5 | 6 | -6 | 4 | 0 | -9 | -6
C=CC[C@@H](CC(=O)N(CCO)Cc1ccccc1)C(=O)N[C@@H](COC(=O)[C@@H](CC=C)CC(=O)OC(C)(C)C)Cc1c[nH]c2ccccc12 | -1 | 4 | 6 | 3 | 33 | -1 | 1 | 5 | 9 | -2 | 11
COc1ccc(CCNC(=O)CCN2C(=O)c3cccc4cccc(c34)C2=O)cc1OC | 12 | -21 | -4 | 19 | -10 | 1 | -4 | -7 | 6 | -9 | -6
Cc1cc(Cl)cc2sc(NC(=O)c3ccco3)nc12 | -119 | x | 10 | -56 | 6 | -38 | -110 | -3 | x | -175 | 3
CCOc1ccc(NC(=O)c2nn(C)c(C(=O)Nc3ccc(OCC)cc3)c2[N+](=O)[O-])cc1 | 4 | -48 | -3 | -4 | -10 | -3 | 11 | 4 | 8 | 5 | 4
CCCc1ccc2ccc3ccccc3c2n1 | 18 | 1 | 3 | -6 | -14 | x | 6 | x | -9 | 5 | -6
CC(=O)Nc1cc(-c2cccc(C(=O)NCCO)c2)cn2c(-c3ccc(F)cc3)cnc12 | -5 | -43 | 7 | 0 | 19 | x | -13 | x | 9 | 7 | -6
O=[N+]([O-])c1cccc(-c2csc(CS(=O)(=O)Cc3ccco3)n2)c1 | 4 | -31 | 1 | 5 | -26 | x | -4 | x | 0 | 6 | -14
Cc1noc(C)c1C(=O)NCCc1ccc(S(N)(=O)=O)cc1 | 19 | -3 | -3 | 7 | -2 | -10 | -2 | -8 | 4 | 21 | -2
COCc1cc(C)nc(NC2CCCCC2)c1C#N | -14 | 3 | 5 | -29 | -1 | 2 | -11 | 1 | -21 | -15 | -14
C[C@H](CO)NC(=O)c1[nH]cnc1C(=O)Nc1ccc(CNC(=O)OC(C)(C)C)cc1 | -6 | -17 | 3 | 6 | 1 | 4 | -13 | 0 | 9 | -7 | 1
NS(=O)(=O)c1ccc(NC(=O)COC(=O)c2cn(-c3ccccc3)nc2-c2ccccc2)cc1 | 16 | -8 | 2 | -6 | -2 | -11 | 12 | 9 | 11 | -22 | 6

Single records, as listed above. Order of values: NCOA3 inh	SRC2 inh	C8 TRAIL sens	TROY signal inh	TWEAK Fn14 block	LMP1 NFkB inh	SRC1 inh	TLR9-MyD88 inh	COUP-TFII inh	LRH-1 inv ag	NOD2-RIPK2 inh
Listed for Cc1noc(C)c1C(=O)NCCc1ccc(S(N)(=O)=O)cc1 = 19	-3	-3	7	-2	-10	-2	-8	4	21	-2
Listed for CCOc1ccc(NC(=O)c2nn(C)c(C(=O)Nc3ccc(OCC)cc3)c2[N+](=O)[O-])cc1 = 4	-48	-3	-4	-10	-3	11	4	8	5	4

Next section:
SMILES | NCOA3 inh | SRC2 inh | C8 TRAIL sens | TROY signal inh | TWEAK Fn14 block | LMP1 NFkB inh | SRC1 inh | TLR9-MyD88 inh | COUP-TFII inh | LRH-1 inv ag | NOD2-RIPK2 inh
COc1cccc2cc(C(=O)Nc3ccccc3C)/c(=N/NS(=O)(=O)c3ccccc3)oc12 | -14 | 11 | 3 | -13 | -12 | -1 | -37 | -8 | -32 | -16 | -5
CC1(C)CC(=O)CC(=Nc2ccc(C(=O)O)cc2)C1 | 1 | -3 | -1 | -11 | -2 | 6 | -8 | -4 | 1 | -18 | -1
C=CC[C@H](CC(=O)N(CCO)Cc1ccccc1)C(=O)NCCOC(=O)[C@@H](CC=C)Cc1ccc(F)cc1 | 13 | 7 | 1 | 2 | 2 | -1 | 2 | 3 | 10 | 6 | 4
O=S(=O)(c1cc(F)ccc1F)N1CCN2CCCC2C1 (stereo not drawn) | -6 | -15 | 9 | 1 | -13 | 8 | -32 | 1 | 16 | -28 | -2
CCc1nnc(NC(=O)c2cc(S(=O)(=O)N3CCCCC3)ccc2C)s1 | 1 | -22 | -15 | -6 | -16 | 3 | -4 | -2 | 11 | 24 | -1
COCC(=O)Nc1cc(C)c2c(=O)oc3ccccc3c2n1 | 4 | 23 | 12 | -9 | -6 | -5 | 2 | 3 | -9 | -15 | -5
Cc1ccc(S(=O)(=O)Cc2ccc(C(=O)N3CCN(c4ccccn4)CC3)o2)cc1 | 6 | -7 | -5 | 2 | 15 | -5 | -22 | -8 | -1 | 21 | 13
Cc1ccnc(NC(=O)CCC(=O)N(CC(=O)NCCc2ccccc2)Cc2cccs2)c1 | 16 | -12 | -5 | 0 | 0 | -15 | -2 | -4 | -2 | -5 | 1
CCOC(=O)N1CC=C2C(C#N)=C(N)C(C#N)(C#N)[C@H](c3cccs3)[C@H]2C1 | 9 | x | -15 | -5 | 24 | 4 | 12 | 1 | x | 10 | -4
COC(=O)c1ccc(COc2ccc(Cl)cc2)o1 | 1 | -7 | 10 | -19 | -15 | 4 | -8 | -2 | -28 | 0 | 10
Cc1ccc(C)c(-c2nc3cc(N)ccc3o2)c1 | -8 | 55* | 2 | x | 67* | -13 | -14 | 0 | 42* | -17 | 4
COc1ccc(CN2C(=NC(=O)c3ccccc3)SC3CS(=O)(=O)CC32)cc1 (stereo not drawn) | -18 | -12 | 15 | -24 | -18 | -14 | -4 | -1 | 1 | 5 | -5
O=C(C[n+]1cccc(CNC(=O)c2ccc(OC(F)F)cc2)c1)Nc1cc(C(F)(F)F)ccc1Cl | -1 | -1 | 1 | 13 | 13 | -2 | -23 | -9 | 7 | 6 | -16
CCOC(=O)c1cc(-c2csc(COc3ccc(Cl)cc3)n2)on1 | 7 | 13 | -3 | -6 | -4 | 6 | -21 | 6 | 2 | 7 | -1
Cc1ccc(-c2csc(NC(=O)c3c(C)noc3C)n2)cc1 | -7 | -64 | -4 | 29 | 44 | 6 | -10 | -6 | 1 | -17 | -14
Cc1ccc(NC(=O)Cn2nnc(C(=O)Nc3ccc(F)c(Cl)c3)c2N)cc1 | -4 | 15 | 1 | -1 | -2 | -3 | 0 | 9 | -13 | 12 | -5
O=C(COC(=O)c1cccc(N2C(=O)C3CC=CCC3C2=O)c1)c1ccccc1 (stereo not drawn) | -34 | -15 | 8 | -31 | -6 | 5 | -6 | 1 | 8 | 6 | -3
O=c1ccn2c(n1)SC(c1ccccc1)C2 (stereo not drawn) | 10 | -10 | -33 | 9 | -15 | 1 | 11 | 9 | -3 | 3 | -8
COc1ccc(/C=C/c2nnc(NC(=O)COc3ccc(C)cc3)s2)cc1 | 11 | -2 | 11 | -6 | 3 | -10 | -24 | 3 | -9 | 6 | 5
COc1ccc(N2CCN(C(=O)COC(=O)CNC(=O)c3ccccc3)CC2)cc1 | -12 | -8 | 2 | -12 | -6 | -6 | -13 | -1 | -4 | -3 | -1
Cc1ccccc1NC1=CC(=O)CC(C)(C)C1 | -8 | -19 | 9 | 15 | 4 | 2 | -11 | -1 | 4 | 6 | -2
Cc1ccc(C(c2nnnn2C2CCCC2)N2c3ccccc3CC2C)cc1 (stereo not drawn) | 1 | -12 | -21 | -26 | 5 | -21 | -13 | -4 | -10 | 2 | 0
O=C(O)/C(=C\c1ccccc1Cl)c1ccc(S(=O)(=O)N2CCCCC2)s1 | 7 | -1 | -4 | 0 | -9 | 8 | -17 | -4 | 3 | 2 | -10
CCOC(=O)N1CCN(C(=O)c2cccc(N3C(=O)NC4CC3(C)Oc3ccccc34)c2)CC1 (stereo not drawn) | 9 | -17 | -11 | -18 | -2 | 2 | -44 | -4 | -1 | 0 | 6
CCOc1cc(C)c(C(C)C)cc1S(=O)(=O)N1CC(C)OC(C)C1 (stereo not drawn) | 6 | 8 | -7 | 6 | 4 | -2 | 6 | 2 | -6 | 1 | 1
CCC[C@@H](CN1CCC[C@H]1CN1C(N)=NC[C@H]1CC(C)C)N1C[C@@H]([C@H](C)CC)N(CCc2ccc(Cl)c(Cl)c2)C1=N | 0 | 8 | -2 | 2 | -14 | -5 | 5 | 0 | 7 | 12 | 2
CC(Nc1cc(N2CCN(S(=O)(=O)N(C)C)CC2)ccc1[N+](=O)[O-])c1ccccc1 (stereo not drawn) | 1 | 14 | 4 | 7 | 2 | 3 | -8 | -6 | 7 | 10 | -1
O=C(NC1CCC1)C1CCC(=O)N(Cc2ccccc2F)C1 (stereo not drawn) | -11 | 14 | -6 | -24 | 13 | -7 | -6 | -19 | -17 | 14 | -4
COc1ccc(-c2nc3ccccn3c2NC2CCCCC2)cc1SC1CCCCC1 | -19 | 34 | 26 | 23 | 41 | -3 | -6 | 9 | 6 | -8 | 12
COC(=O)c1ccc(CNc2ccc(C(C)=O)cc2)cc1 | 15 | -29 | -10 | -14 | -15 | x | -15 | x | -11 | -10 | -6
CCC1CCCCN1CCCNC(=O)c1c(O)nc2ccccn2c1=O (stereo not drawn) | 11 | -33 | -6 | -9 | 1 | -1 | 12 | 10 | -6 | -9 | 3
Cc1ccc(C(=O)NCCN(C)C)c(C)c1 | 22 | -17 | 3 | -4 | -16 | 6 | -18 | -6 | 6 | -26 | -5
CN(C)C(CNC(=O)c1ccccc1OCc1ccc(Cl)cc1)c1ccco1 (stereo not drawn) | 4 | -24 | -8 | 4 | -24 | 0 | -2 | 6 | 2 | -10 | 5
Cc1cccc(NC(=O)c2cc(S(=O)(=O)c3ccccc3)ccc2Cl)c1 | 9 | 24 | 2 | -7 | 7 | 7 | 3 | -9 | 30 | 9 | 1
CSc1nncc(/C(C)=N/O)n1 | 10 | -4 | -6 | 2 | -10 | 2 | -21 | 13 | 13 | 13 | -7
COc1ccc(CNC(=O)CN2CCC(C(=O)c3ccc(OC)cc3)CC2)cc1 | -1 | 12 | 22 | 3 | -24 | 0 | 0 | 14 | 7 | -11 | -9

Compound activity from PubChem BioAssay.

A portion of the library, so the mix of outcomes need not match the whole.
